# Assay outcomes from PubChem BioAssay.
# CaV13 FRET inh: Primary screen for inhibitors of IQ motif and Ca2+-dependent inactivation inhibitor domain binding in CACNA1D, Förster resonance energy transfer in living cells, … | HEK cells, CFP/YFP FRET ICDI-IQ, plate reader, 10 min; percent FRET-ratio fall versus neutral wells | inhibition, % at 12.3 µM | 0.098% of 340,000 active | AID 743397;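 active = mean replicate inhibition of at least 30% and at least 1% of replicates passing that level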;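 also: 0% = median of the neutral control wells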
# ABHD5 PLIN5 PPI: inhibitors of human ABHD5-perilipin-5 interaction | Split G. princeps luciferase complementation, luminescence, 4 h | AID 602281 | 0.78% of 360,000 active | inhibition, % at 4 µM | Q00G26+Q8WTS1;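 active = inhibition above the mean inhibition across every tested compound plus 3 SD, cut at about 22% in these data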;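 also: 0% = DMSO only wells and the 100% control is not disclosed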
# m5-HT2A agonist: agonists of mouse serotonin 5-HT2A receptor (HTR2A). P35363. CHO-K1 mHTR2A beta-arrestin complementation, luminescence; percent of 30 µM serotonin response. activation, % at 7.6 µM. 0.66% of 360,000 active. AID 624169;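 active = activation above a run cutoff, the mean activation of all tested compounds plus 3 SD, cut at about 14% in these data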;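 also: 0% = plate median of compound wells and 100% = 30 µM serotonin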
# MC4R antagonist: blocks human MC4R cAMP signaling | inhibition, % at 6.5 µM | MC4R-expressing cells, MTII-stimulated cAMP, LANCE TR-FRET | P32245 | 0.48% of 360,000 active | AID 540295;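 active = inhibition above its plate's cutoff, the mean of tested wells on that plate plus 3 SD, cut at about 29% in these data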;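 also: 0% = Melanotan II alone and 100% = Melanotan II plus saturating MCL0020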
#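 System: U2OS cells stably expressing human melanocortin 4 receptor (MC4R). Reagent: Melanotan II challenge after compound preincubation. Doses: 6.5 µM. Times: 30-min compound, 1-h challenge, 1-h detection, room temperature. Measured by: TR-FRET with Eu-cAMP and labeled anti-cAMP, 671 nm. Replicates: singlicate.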
# Granule exo inh: blocks lytic granule exocytosis; TALL-104 LAMP-1 surface exposure, flow cytometry; cells stimulated with thapsigargin and PMA; inhibition, % at 10 µM; 0.66% of 360,000 active; AID 651702;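 active = inhibition above about 55%, limit read from the data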
# ABCB6 inh MLPCN: blocks the human ABCB6 transporter. AID 602162. K562-ABCB6 porphyrin accumulation, flow cytometry, 1 h; hits give low values. 0.19% of 360,000 active. fluorescence ratio to DMSO, % at 10 µM. Q9NP58;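 active = fluorescence ratio to DMSO below 75%, the collection mean minus 3 SD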;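 also: signal is porphyrin accumulated inside mitochondria; 100% equals median channel fluorescence of DMSO control wells; lower ratio means ABCB6 inhibition with less porphyrin fluorescence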
# Target sequence (Q9NP58 whole entry, looked up): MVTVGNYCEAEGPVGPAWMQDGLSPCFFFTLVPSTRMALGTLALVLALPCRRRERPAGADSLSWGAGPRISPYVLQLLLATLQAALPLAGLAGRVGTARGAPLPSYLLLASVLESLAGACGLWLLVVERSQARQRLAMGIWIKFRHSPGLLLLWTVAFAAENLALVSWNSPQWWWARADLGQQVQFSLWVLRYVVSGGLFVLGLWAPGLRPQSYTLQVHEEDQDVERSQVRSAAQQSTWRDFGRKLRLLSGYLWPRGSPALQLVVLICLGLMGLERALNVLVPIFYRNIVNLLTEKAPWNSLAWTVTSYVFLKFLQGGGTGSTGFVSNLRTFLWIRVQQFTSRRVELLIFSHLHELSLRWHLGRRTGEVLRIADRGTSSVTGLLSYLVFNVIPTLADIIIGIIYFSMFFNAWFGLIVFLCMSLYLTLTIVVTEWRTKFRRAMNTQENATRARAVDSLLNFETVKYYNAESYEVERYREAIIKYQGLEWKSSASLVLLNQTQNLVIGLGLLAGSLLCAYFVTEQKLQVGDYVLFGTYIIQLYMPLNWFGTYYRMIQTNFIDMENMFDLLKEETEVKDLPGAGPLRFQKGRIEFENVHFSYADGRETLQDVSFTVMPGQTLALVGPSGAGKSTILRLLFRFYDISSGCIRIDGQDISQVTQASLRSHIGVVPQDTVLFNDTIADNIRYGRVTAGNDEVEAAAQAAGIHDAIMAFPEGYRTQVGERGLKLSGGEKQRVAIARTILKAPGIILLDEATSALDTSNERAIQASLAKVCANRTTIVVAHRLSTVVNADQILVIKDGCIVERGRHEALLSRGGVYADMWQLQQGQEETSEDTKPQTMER
# H9c2 protect: modulators protecting cardiomyocytes from myocardial damage; H9c2 cardiomyocytes, H2O2 injury protection, ATPLite, 2 h; protection from H2O2 cell death, % at 20 µM; 0.63% of 360,000 active; AID 588492;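 active = compounds giving at least 50% protection of heart cells from peroxide-induced death in the single-dose screen, raw or plate-pattern-corrected value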;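 also: 0% = DMSO wells with peroxide and 100% = DMSO wells without peroxide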
# PDI inh: PDI (human) enzyme inhibition; inhibition, % at 10 µM; 0.052% of 350,000 active; P07237; AID 588391; PDI insulin aggregation turbidity, A650, 90 min;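 active = mean inhibition across replicates of 30% or more, whatever share of single replicates reach that level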;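 also: absorbance from insulin aggregation driven by PDI reduction with DTT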
# N-glyco inh: blocks N-linked glycosylation in D54 reporter cells | 0.23% of 360,000 active | D54 ERlucT glycosylation luciferase reporter, 24 h; percent of 100 nM tunicamycin response | reporter increase, % at 12.5 µM;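 active = mean luciferase reporter signal, scaled so untreated is 0 and the glycosylation-blocking control 100, at or above a set limit in every replicate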;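 also: luciferase carries N-glycosylation sites so blocking glycosylation raises the light; 0% = median of neutral control wells and 100% = median of 100 nM tunicamycin wells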
# MC4R barr agon: activates human MC4R beta-arrestin recruitment; P32245; U2OS MC4R beta-arrestin complementation, luminescence; percent of melanotan II response, DMSO zero; activation, % at 8.9 µM; 0.98% of 360,000 active;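 active = activation above a per-plate cutoff, the mean activation of sample wells on that plate plus 3 SD, cut at about 8% in these data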
# Active calls of the source: *; . = not tested or not shown.
No.	compound	CaV13 FRET inh	ABHD5 PLIN5 PPI	m5-HT2A agonist	MC4R antagonist	Granule exo inh	ABCB6 inh MLPCN	H9c2 protect	PDI inh	N-glyco inh	MC4R barr agon
1	CC1(C(=O)NS(=O)(=O)c2cccc(F)c2)CCN1C(=O)c1ccco1 (centres undefined)	-7	0	-3	-7	23	123	0	18	1	-0.9
2	Cc1ccc(C(=O)NCc2ccco2)cc1S(=O)(=O)Nc1cccc(C)c1C	-3	3	-1	13	1	99	0	3	-3	-2.3
3	COc1ccc(N2CCN(C(=S)Nc3ccc(OC)cc3OC)CC2)cc1	2	-4	3	4	6	112	3	1	0	0.4
4	COC(=O)c1scc(C)c1NC(=O)CSc1ccc(Cl)cc1	-2	-8	-3	13	2	108	1	-13	-4	-0.6
5	COc1cc(/C=N/NC(=O)c2cccnc2)ccc1OCC(=O)Nc1ccc(C)cc1	-3	-1	2	-4	-5	95	19	4	-1	3.3
6	COc1cc(OC)cc(C(=O)NC(=S)N(Cc2ccccc2)C(C)C)c1	-22	45*	-4	7	-8	99	23	-4	0	-0.4
7	CCOC(=O)C1(C)CCN1C(=O)c1ccc(-c2ccccc2)cc1 (centres undefined)	-5	-7	-2	-1	34	103	-2	-3	1	-1.1
8	O=c1[nH]cccc1-c1nc2ccccc2n1Cc1ccccc1F	-4	5	8	13	0	97	-5	-1	1	0.3
9	CCC(C)Sc1ccc([C@@H]2[C@@H]3C(=O)N(C)C(=O)[C@@H]3[C@]3(C(=O)OC)CCCCN23)cc1 (some centres undefined)	-5	-5	-2	-6	-6	105	-7	-3	-3	4.3
10	O=c1c(Cl)c(Cl)cnn1Cc1ccc(F)cc1	-14	2	6	52*	-4	98	-17	5	6	-1.5
11	Fc1ccccc1Cn1nnc(-c2ccc3c(c2)OCO3)n1	-5	-3	1	9	-10	101	-8	-6	-10	-1.9
12	CCCCC(CC)Cn1c(N)c(C#N)c2nc3ccccc3nc21 (centres undefined)	-5	1	1	-6	6	95	-12	-4	-3	17*
13	CC(=O)Nc1scc(C)c1-c1nc2ccccc2s1	-4	-6	-4	3	1	106	6	-6	3	2.1
14	COc1ccc(/C=N/Nc2nc(-c3cccc(S(=O)(=O)N4CCCC4)c3)cs2)c(OC)c1	-5	4	2	3	-6	99	-2	-3	-8	-3.0
15	COC(=O)C1=C(C)N(CCc2ccc(OC)cc2)C(=O)C1	-2	1	7	0	-13	91	100*	-1	-2	1.4
16	O=C(CC(=O)N1CCN(c2ccccn2)CC1)Nc1ccc2nc3n(c(=O)c2c1)CCCCC3	-6	-1	-3	4	0	105	3	0	0	-0.6
17	COc1ccc(NC(=O)C(NC(=O)Cc2cccs2)c2ccccc2)cc1 (centres undefined)	-5	2	3	11	8	96	4	-1	0	-2.9
18	COCC(=O)N1CCC(Oc2ccc(C(=O)N3C[C@H]4CC[C@H]3C4)cc2)CC1	-3	-5	-1	11	-6	103	-4	-2	3	-3.3
19	C=CCn1c(CSCc2ccccc2)nnc1SCC(=O)N1CCN(c2ccccc2)CC1	-16	7	-3	14	1	98	2	-5	-1	4.0
20	Cc1cc(=O)[nH]c(NN=Cc2cc(Br)ccc2O)n1	-7	5	-19	-1	-4	94	42	14	-10	-0.4
21	COc1cccc(N2CCN(c3ccc4nnc(CCC(=O)Nc5cc(C)ccn5)n4n3)CC2)c1	-3	11	-1	4	11	94	22	6	-1	-0.9
22	CCOc1ccc(-c2cc(C(=O)NCCCn3ccnc3)c3ccccc3n2)cc1	-21	3	-9	-6	-1	97	14	0	1	-5.1
23	COc1ccc(C2CC(c3ccc(OC)cc3)n3nc(NS(C)(=O)=O)nc3N2)cc1 (centres undefined)	-5	6	9	18	-1	106	-1	-4	-1	1.8
24	O=[N+]([O-])c1ccccc1CN1CCN(S(=O)(=O)c2ccccc2)CC1	3	5	2	0	0	88	-1	-2	2	-1.7
25	COC(=O)c1cc(S(=O)(=O)N2CCCCCC2)c[nH]1	.	1	2	0	-1	98	-2	2	-1	0.0
26	Cc1cccc(NC2=C/C(=N/S(=O)(=O)c3cccs3)c3ccccc3C2=O)c1	-3	2	1	-18	36	105	-18	1	-17	-1.6
27	CN(c1ccc(O)cc1)c1nc(O)c(C2=c3ccccc3=NC2=O)s1	-3	-2	-2	2	2	99	6	4	10	-1.7
28	C/C(=N/OCC(=O)Nc1ccc(C)cc1C)c1cccs1	.	-6	-2	2	-2	93	-2	2	-2	-0.2
29	CCCCC(=O)OC1CCC2C3CCc4cc(O)ccc4C3CCC12C (centres undefined)	-6	-4	4	-23	-3	101	-6	71*	-1	2.0
30	CCC(C)(CN(C)C)OC(=O)c1ccccc1 (centres undefined)	-5	3	7	0	3	99	4	2	0	-0.1
31	CCN(CC)c1ccc(C=C2C(=O)OC(c3ccccc3)OC2=O)cc1 (centres undefined)	-5	-2	2	3	1	225	3	5	1	-0.5
32	O=C(Nc1ccncc1)Nc1ccc(F)cc1	-3	6	2	8	-7	99	-4	-29	2	-0.4
33	O=C1CCN(C(=O)Cc2ccccc2)c2ccccc21	-6	-2	1	-1	1	100	3	18	1	-2.0
34	CCOc1ccc2[nH]c(C(=O)N/N=C/c3ccc(OC)cc3)cc2c1	-4	-6	5	-24	28	97	9	9	12	-0.3
35	Cc1c(C#N)c(O)n(CCO)c(=O)c1N=Nc1ccc2c(c1)COC2=O	-5	5	-4	-38	-4	91	-12	3	9	-3.1
36	COc1ccccc1NCc1nnc(-c2ccccc2)o1	-1	-10	-3	6	-1	100	0	-13	1	0.1
37	O=C(Nc1ccc(Cl)c(S(=O)(=O)N2CCCCC2)c1)c1ccncc1	-6	0	7	8	5	96	-15	-3	-1	-0.9
38	CN(C)c1nc(-c2cn(CCC#N)c3ccccc23)cs1	-9	-15	0	16	-36	105	-1	-1	8	-0.6
39	COc1ccc(C(=O)NNC(=O)c2cnccn2)cc1[N+](=O)[O-]	-1	10	1	-7	-4	102	0	-2	1	2.5
40	COc1ccccc1-n1c(C)nnc1SCC(=O)NCc1ccccc1	-5	-5	0	17	0	103	-1	4	0	1.7
41	COCCCNc1ccn2nc(-c3cccc(OCc4ccccc4)c3)cc2n1	-5	-3	-4	10	4	84	22	6	-2	4.9
42	Cc1cccc(C)c1NC(=O)CSC(=O)c1sc2ccccc2c1Cl	3	-9	1	-1	-4	97	-1	-3	3	2.9
43	Cc1ccc2c(c1)P(=O)(O)c1cc(C)ccc1O2	-5	9	-1	0	18	96	5	-2	-1	-0.3
44	Nc1cc(N)nc(SCC(=O)NNC(=O)c2ccc(Cl)cc2)n1	-6	-2	0	1	1	96	0	-4	3	-1.2
45	Nc1cc(N2CCCCC2)c([N+](=O)[O-])cc1Cl	-5	0	0	-2	1	96	2	20	0	-0.2
46	COc1ccc(N2CCN(C(=O)C(=O)c3c[nH]c4ccccc34)CC2)cc1	-3	-6	-1	2	2	99	-5	-2	0	-2.8
47	O=C(Nc1ccccc1N(C(=O)c1ccco1)S(=O)(=O)c1cccs1)c1ccco1	-2	12	1	-9	2	96	-22	-4	4	-0.5
48	CCOC(=O)c1ccc2c(c1)nc(SCC(=O)c1ccco1)n2CC	.	-4	0	-1	1	131	14	-1	4	0.1
49	CSc1ccccc1NC(=O)c1cc(Cl)sc1Cl	-4	-1	1	0	-2	93	-4	-1	-1	3.2
50	CC1(C)Cc2ccccc2C(=NCCCC(=O)O)N1	-5	7	1	15	-2	95	1	-4	1	0.8
51	Cc1ccc(CNC(=O)COC(=O)c2ccc(Cl)c(N)c2)cc1	-3	-3	7	2	-2	101	-2	8	-2	-0.1
52	CCN1C(=O)[C@H]2[C@@H](c3ccc(C)cc3)N3C(=O)N(c4ccccc4)C(=O)[C@@]3(C)[C@H]2C1=O	-5	-6	7	-5	-5	98	0	12	1	-1.6
53	CCN(CC)c1nc(N)n(CCSC(=S)N(C)C)c(=O)n1	-14	-1	0	-3	-1	97	0	9	0	-0.8
54	CCc1nnc(NC(=O)CN2CCN(Cc3cccc(F)c3)CC2)s1	.	6	-4	3	-1	97	6	2	1	-0.1
55	O=C(NC1CCCCC1)C1CCN(C(=O)c2ccccc2Cl)CC1	-4	1	8	5	-10	96	-1	4	0	-1.4
56	COc1ccc(/C=N/NC(=O)c2cccc([N+](=O)[O-])c2)cc1OC(=O)c1ccccc1	.	0	-9	-22	0	101	4	4	21	-2.7

# Other results follow.
No.	compound	CaV13 FRET inh	ABHD5 PLIN5 PPI	m5-HT2A agonist	MC4R antagonist	Granule exo inh	ABCB6 inh MLPCN	H9c2 protect	PDI inh	N-glyco inh	MC4R barr agon
57	COc1ccccc1N1CCN(C2CCCN(Cc3ccc(Cl)cc3)C2)CC1 (centres undefined)	-5	4	-6	2	43	99	9	9	-5	1.9
58	CN(C(=O)Cn1nc(Cl)ccc1=O)C1CCCN(Cc2ccccc2F)C1 (centres undefined)	.	7	3	4	-3	99	0	9	1	-0.5
59	O=S(=O)(c1ccc(N2CCOCC2)cc1)N1CCOCC1	-2	3	-1	-11	0	144	-6	0	1	-1.4
60	CSc1nnnn1-c1ccc(C(=O)O)cc1	-5	5	1	-3	6	90	5	0	-1	-1.1
61	CCOc1ccc(N2C(=O)CC(N(CCc3ccc(OC)cc3)C(=O)/C=C/C(=O)O)C2=O)cc1 (centres undefined)	9	6	17*	-1	0	96	4	2	0	-2.5
62	Cc1ccc(C(C)C)c(OCC(=O)Nc2ccc3c(c2)nc(CN2CCCC2)n3C)c1	.	8	-7	10	11	98	19	0	-2	0.6
63	O=c1ccccn1CCOc1ccc(Cl)cc1	-3	-4	3	3	1	96	5	3	-1	-0.3
64	CC1CN(c2nc3c(c(=O)[nH]c(=O)n3C)n2Cc2ccccc2F)CC(C)O1 (centres undefined)	.	-2	2	2	-5	95	8	8	4	-1.8
65	CCCc1nc(C)c(-c2ccc(OC)c(OC)c2)c(=O)[nH]1	.	-2	-1	2	1	93	2	-2	1	-1.2
66	Cc1cc(C)c2c(-n3cccc3)nn(C)c2n1	-5	-2	4	2	-2	98	0	4	-1	0.2
67	O=C(CCC(=O)N1CCOCC1)NCCc1ccccc1	-16	-9	-6	0	-4	96	4	-1	0	-1.4
68	CCOc1ccc(NC(=O)CN(C)C(=O)c2cccnc2Sc2ccccc2Cl)cc1OCC	-4	-7	3	10	20	98	5	3	0	-2.4
69	CCCC(=O)OCC(=O)Nc1ccc(OC(F)F)cc1	-6	2	9	3	-2	96	4	-12	1	-0.1
70	Cc1ccc(CCNC(=O)CN2C(=O)COc3ccc(S(=O)(=O)N4CCCCC4)cc32)cc1	-3	-10	0	-2	-5	106	-2	9	1	-3.4
71	CC1Cc2ccccc2N1C(=O)CSc1nc2ccccc2s1 (centres undefined)	-4	-19	-4	1	-3	102	-4	7	-2	-2.2
